# Cycloheximide cs: affects cycloheximide protein synthesis inhibition readout, counter-screen; cell reporter, cycloheximide protein synthesis inhibition counterscreen; max response, %; 300,000 compounds, 12% hits; AID 2314; in the data active = max response mostly above about 13%, no sharp cut-off; inactive = mostly below about 14%; also: read at 38.3 µM for the half of the compounds with a filed dose; 0% is about no effect
# Pf growth 96h: P. falciparum growth inhibition at 96 hours; 320,000 compounds, 6.9% hits; P. falciparum luciferase reporter growth, 96 h; AID 504834; Potency, µM (titrated, usually from 28.7 µM), for inactives: at the top dose activity change, negative = inhibition, most hits filed as inhibitors; also: potency is read from the fitted curve at half-maximal effect; % is scaled to controls: 0 for no effect and ±100 for the full control effect
#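 Delayed-death screen, second-generation endpoint: infected erythrocytes, 2% hematocrit, 0.05% parasitemia final; 96 hours at 37 C, 5% CO2; luciferase detection reagent; luminescence decrease equals reduced growth.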
# Pf growth 48h: inhibits P. falciparum growth in the first generation, 48 h. P. falciparum luciferase growth in erythrocytes, 48 h. 310,000 compounds, 5.9% hits. Potency, µM (titrated, usually from 28.7 µM), for the others: at the top dose activity change, negative = inhibition, usual class: inhibitors; also: potency is read from the fitted curve at half-maximal effect; % is scaled to controls: 0 for no effect and ±100 for the full control effect
#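 Compounds are pin-transferred into medium, infected erythrocytes (2% hematocrit, 0.1% parasitemia final) are added, and plates sit one parasite generation at 37 C in 5% CO2. Detection reagent is then added and luminescence measured.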
# Shiga toxin inh: inhibitors of Shiga toxin in Vero cells | Vero cells, Shiga toxin protein synthesis inhibition reporter | inhibition, % at 38.7 µM | 290,000 compounds, 9.2% hits | AID 2315; in the data active = inhibition mostly above about 28%, no sharp cut-off; inactive = mostly below about 43%; also: 0% is about no effect
# HCV inh: inhibitors of hepatitis C virus infection. Huh7.5.1 HCVcc-Cre infection, luciferase reporter, 44 h. 340,000 compounds, 3.4% hits. Potency, µM (doses to about 41.8 µM), for the others: at the top dose activity change, negative = inhibition, hits mostly inhibitors. AID 651820; also: potency is read from the fitted curve at half-maximal effect; % is scaled to controls: 0 for no effect and ±100 for the full control effect
#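 Infectious HCV cell culture screen: compound-treated cells (1,000/well, pre-plated 4 h) are infected with HCVcc-Cre at roughly 0.5 moi and grown 44 h. Infection is quantified by luciferase signal after 15 min substrate incubation at room temperature.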
# LmPK inh: inhibitors of Leishmania mexicana pyruvate kinase; purified LmPK, Kinase-Glo ATP luminescence, 1 h; Potency, µM (series often up to 57.5 µM), for inactives: at the highest dose activity change, negative = inhibition, most hits filed as inhibitors; 290,000 compounds, 0.37% hits; AID 1721; also: potency is read from the fitted curve at half-maximal effect; % is scaled to controls: 0 for no effect and ±100 for the full control effect
# Target sequence (Q27686 whole entry, looked up): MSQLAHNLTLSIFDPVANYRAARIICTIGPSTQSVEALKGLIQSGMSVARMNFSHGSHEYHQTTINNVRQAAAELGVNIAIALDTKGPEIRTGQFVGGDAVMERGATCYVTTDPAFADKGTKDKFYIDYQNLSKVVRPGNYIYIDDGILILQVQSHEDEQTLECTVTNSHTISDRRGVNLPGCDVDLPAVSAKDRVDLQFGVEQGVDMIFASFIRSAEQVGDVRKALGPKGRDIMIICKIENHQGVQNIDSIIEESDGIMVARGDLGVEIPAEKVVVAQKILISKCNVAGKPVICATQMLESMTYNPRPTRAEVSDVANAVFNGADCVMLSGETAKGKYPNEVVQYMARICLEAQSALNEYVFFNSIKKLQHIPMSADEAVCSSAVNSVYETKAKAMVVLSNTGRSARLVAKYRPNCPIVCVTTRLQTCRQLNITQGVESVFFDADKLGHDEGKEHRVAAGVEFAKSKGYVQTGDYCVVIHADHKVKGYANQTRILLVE
#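 Kinase-Glo luminescence read after 1 h RT reaction of 0.1 nM LmPK with 0.5 mM PEP and 0.1 mM ADP. Activity scaled between uninhibited and enzyme-free controls.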
# TbPYK inhibitor: blocks Trypanosoma brucei pyruvate kinase | TbPYK enzyme, Kinase-Glo Plus ATP luminescence, 45 min | Potency, µM (doses to about 76.8 µM), for inactives: at the top dose activity, negative = inhibition, hits mostly inhibitors | 410,000 compounds, 0.12% hits; also: potency is read from the fitted curve at half-maximal effect; % is scaled to controls: 0 for no effect and ±100 for the full control effect; nearly all actives have a fitted effect of over 50% in size
#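 Enzyme and substrate buffer are dispensed first and compound is pin-transferred. ADP at 130 uM final then starts the reaction, which runs 45 min at room temperature. Detection reagent is added for 10 min before luminescence is imaged.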
# An asterisk follows results filed as active; i = inactive; ? = inconclusive; . = no result given; & = joins results of further samples; [ ] = another dose, or the depositor's remark. Unless noted, calls follow the shape of the dose curve; as a rule, active = well fitted curve in the direction sought with a large enough effect; inconclusive = small, poorly fitted or top-dose-only effect, or another doubt; inactive = no such curve, though single readings can be large; an effect the other way counts as inactive or inconclusive.
SMILES,Cycloheximide cs,Pf growth 96h,Pf growth 48h,Shiga toxin inh,HCV inh,LmPK inh,TbPYK inhibitor
O=C(O)C1CCCCN1S(=O)(=O)c1ccccc1 (configuration not stated),1,-1%,.,-16,3%,4%,1%
N#Cc1ccc2ccn(CC(=O)N3CCCc4ccccc43)c2c1,-3,-3%,?,-15,5%,1%,-9%
COc1ccc(NC(=O)Cn2cc(C(=O)c3ccncc3)c(=O)c3cc(C)ccc32)cc1Cl,.,?,?,.,.,.,3%
O=CN1CCN(C(=O)c2ccc3c(c2)OCO3)CC1,16,-14%,13%,3,16%,-3%,2%
O=C(NCC1CC1)c1onc(CSc2ccncc2)c1C(=O)NCC1CC1,-3,-14%,-8%,-5,-16%,2%,13%
Cc1ccc(CNC(=O)CSCc2ccccc2)cc1,29*,13%,42%,71*,6%,8%,-9%
COc1ccc(CC2(CO)CCN(Cc3cccc4nccnc34)CC2)cc1,-3,?,-5%,-8,-13%,5%,1%
O=[N+]([O-])c1ccc(Oc2cccc(F)c2)c2ccncc12,-3,.,?,-13,4µM*,1%,-5%
COc1cc(/C=C(\C#N)C(=O)Nc2cccc(C(=O)O)c2)ccc1OCc1ccc(C)cc1,26*,7%,17%,74*,5%,5%,2%
O=C1CC(N2CCSCC2)C(=O)N1c1ccc(F)cc1 (configuration not stated),-2,23%,3%,-2,17%,-4%,-1%
CC1(C(=O)NCc2cccnc2)CCC(=O)N1Cc1cccs1 (configuration not stated),-3,?,10%,-3,3%,0%,-4%
Fc1ccc(N2CCN(Cc3ccccn3)CC2)cc1,2,?,-17%,-3,9%,0%,2%
COc1ccc(OC)c(NC(=O)Cc2coc3cc(C)cc(C)c23)c1,-2,58%[activator],.,2,-8%,14%,1%
COCc1cc(C)nc2sc(C(=O)Nc3ccccc3C)c(N)c12,3,-1%,6%,25,-26%,-4%,2%
Cc1nc(Nc2ccccc2F)c2oc3ccccc3c2n1,32*,48%[activator],-20%[0.00184 µM],69*,?,-1%,-7%
O=C(COc1ncnc2ccccc12)Nc1ccc(S(=O)(=O)N2CCOCC2)cc1,-1,6%,-5%,1,-4%,7%,-4%
CCOC(=O)C1CCN(C(=O)CN(C)S(=O)(=O)c2cc(C)ccc2OC)CC1,1,?,-13%,-6,-4%,-5%,3%
Cn1nc(C(F)(F)F)cc1-c1ccc(S(N)(=O)=O)s1,38*,62%[activator],27%,68*,-6%,2%,5%
CC(O)C1CCC2C3CCC4CC(O)CCC4(C)C3CCC12C (configuration not stated),.,?,-14%,.,.,.,-4%
Cc1cc2c(cc(C(=O)N3CCC(C(=O)NC4CCCC4)CC3)n2Cc2c(F)cccc2Cl)o1,-3,-9%,?,-2,-12%,1%,-10%
OC[C@@H](O)[C@H](O)C(/C=N/Nc1ccccc1)=N\Nc1ccccc1,28*,-17%,-7%,18,?,3%,-8%
COc1ccc(C)cc1Nc1nc(-c2c[nH]c3ccccc23)cs1,9,2.1µM*,?,-17,?,-5%,-25%
CCCCSc1ccc(NC(=O)c2cccnc2)cc1,14*,.,-14%,35,2%,-1%,-6%
Cc1occc1C(=O)NC1CCCN(Cc2ccc(Cl)cc2)C1 (configuration not stated),-3,29%,-7%,-3,?,2%,-1%
CC(C)(C)NC(=O)Cn1nnc(-c2ccccc2NC(=O)c2cnccn2)n1,-3,?,?,-16,-3%,0%,-7%
CCOC(=O)c1c(/N=C/c2cc(OC)cc([N+](=O)[O-])c2O)sc(C)c1C,-6,-30%,13%,-11,-6%,-15%,5%
COc1ccc([C@]23Cc4cc(OC)c(OC)cc4C(O2)C2=C(CC4(CCCCC4)OC2=O)O3)cc1,5,?,?,i,.,-8%[11.5 µM],.
O=S(=O)(c1cccc(-c2nc3n(n2)Cc2ccccc2-3)c1)N1CCCCC1,2,?,?,16,?,-2%,3%
COc1ccccc1NC(=O)CN1CCCCC1,-5,17%,-3%,-20,1%,-10%,3%
CC(C)Cn1c(N)c(C(=O)COC(=O)c2c(O)c(Cl)cc(Cl)c2Cl)c(=O)n(C)c1=O,.,27%,17%,.,3%,.,3%
COc1ccc(C(=O)O/N=C(\N)Cc2ccc(Cl)cc2Cl)cc1OC,5,37%[activator],13µM*,16,?,3%,-3%
Nc1ncnc2c1nc(N1CCCCC1)n2[C@@H]1O[C@H](CO)[C@@H](O)[C@H]1O,.,81%[activator],4%,.,8%,.,-4%
CCN(c1ccc(OC)cc1)S(=O)(=O)c1nnc(NC(=O)c2ccc(C)cc2)s1,1,?,15%,6,-15%,5%,2%
Cc1ccc(CN2C(=O)CCC2C(=O)NCCc2ccccc2)cc1 (configuration not stated),-2,3%,-1%[0.00184 µM],-10,7%,2%,-7%
O=C(CSc1nnc(C2COc3ccccc3O2)o1)Nc1ccc(F)cc1Cl (configuration not stated),10,2%,29%,25,10%,-1%,-6%
COc1cc(C(=O)Nc2nnc(CC(C)(C)C)s2)c([N+](=O)[O-])cc1OC,-1,-3%,2%,-5,-24%,2%,-12%
Cc1nn(-c2ccccc2)c(C)c1/C=N/NC(=O)CSc1nnc(SCc2ccc(Cl)cc2)s1,41*,?,-19%,26,14µM*,1%,-6%
CCOc1ccc(CN2CCCC(CO)(Cc3ccc(F)cc3)C2)cc1 (configuration not stated),-4,?,-20%,-9,-8%,-5%,-5%
CC(C)CN(C(=O)c1ccc([N+](=O)[O-])s1)c1c(N)n(Cc2ccccc2)c(=O)[nH]c1=O,.,?,8%,.,-11%,.,1%
Cc1cc(C(=O)NNC(=O)c2ccccc2[N+](=O)[O-])c(C)o1,.,8%,29%,.,37%[activator],.,1%

# A draw from above in order of formula weight, rising:
SMILES,Cycloheximide cs,Pf growth 96h,Pf growth 48h,Shiga toxin inh,HCV inh,LmPK inh,TbPYK inhibitor
Nc1ncnc2c1nc(N1CCCCC1)n2[C@@H]1O[C@H](CO)[C@@H](O)[C@H]1O,.,81%[activator],4%,.,8%,.,-4%
COc1cc(C(=O)Nc2nnc(CC(C)(C)C)s2)c([N+](=O)[O-])cc1OC,-1,-3%,2%,-5,-24%,2%,-12%
COc1ccc(C(=O)O/N=C(\N)Cc2ccc(Cl)cc2Cl)cc1OC,5,37%[activator],13µM*,16,?,3%,-3%
CCN(c1ccc(OC)cc1)S(=O)(=O)c1nnc(NC(=O)c2ccc(C)cc2)s1,1,?,15%,6,-15%,5%,2%

# Next structures follow:
SMILES,Cycloheximide cs,Pf growth 96h,Pf growth 48h,Shiga toxin inh,HCV inh,LmPK inh,TbPYK inhibitor
O=C(c1ccco1)[C@@H]1[C@@H]2C(=O)N(c3ccc(F)cc3)C(=O)[C@@H]2C2c3ccccc3C=CN21 (some centres not stated),15,?,-11%,21,.,5%,.
COc1cc(NC(=O)CN(c2cc(C)cc(C)c2)S(=O)(=O)c2c(C)[nH]c(=O)[nH]c2=O)cc(OC)c1,-2,?,-5%,-6,5%,2%,-2%&1%
CCCn1c(SCC(=O)OCC)nc(C(F)(F)F)cc1=O,6,-10%,300%[activator],-7,-10%,0%,9%
CCn1nc(C)cc1C(=O)N(C)C1CCCN(Cc2ccccc2F)C1 (configuration not stated),-2,?,28%,-3,.,0%,-9%
CCN(CC)CCNC(=O)Cn1cnc2sc(C)c(S(=O)(=O)N3CCC(C)CC3)c2c1=O,-2,?,-4%,8,6%,-7%,-14%&-2%
CC(=O)Nc1cccc(S(=O)(=O)N2CCCCCC2)c1,-3,-10%,1%,-8,-1%,2%,0%
CC(C)(OC(=O)NC(=O)C(F)(F)F)C(C)(C)OC(=O)NC(=O)C(F)(F)F,-1,32%[activator],1%,-2,17%,-3%,-2%
CN(CC#CC(O)(c1ccccc1)c1ccccc1)C(C)(C)C,-3,-19%,-23%,-16,-12%,3%,-6%
O=C(CN(c1ccccc1Cl)S(=O)(=O)c1ccccc1)NCc1ccccc1,7,12µM*,?,21,-19%,-4%,0%
COc1ccc(-n2nc3ccc(N)cc3n2)cc1Cl,28*,29%,57%[activator],.,?,-4%,6%
Cc1ccc(-c2c(C(=O)N/N=C/c3cccnc3)nnn2-c2nonc2N)cc1,-3,?,?,16,-17%,4%,-2%
O=C(NCc1ccccn1)c1ccc(Cn2cc(C(F)(F)F)ccc2=O)cc1,-8,52%[activator],.,-4,6%,8%,-1%
CCOC(=O)CCNC(=O)N1CCCC(N2CCN(c3ccc(OC)cc3)CC2)C1 (configuration not stated),-4,2.9µM*,-2%,.,-23%,1%,-1%
O=C(c1cccc(N2C(=O)C3C4C=CC(C4)C3C2=O)c1)N1CCN(c2ccccc2Cl)CC1 (configuration not stated),-2,19%,-1%,-21,?,10%,0%
COc1ccc(/C=N/NC(=O)CCCC(=O)NC2CCCCC2)cc1,-1,16%,-5%,5,13%,-1%,-1%
CCOC(=O)c1c(C)[nH]c(C(=O)OCC(=O)Nc2cccnc2Cl)c1C,.,10%,4%,.,?,.,-3%
COc1ccc(N2CSC3=C(C#N)C(c4cc(OC)c(OC)cc4OC)CC(=O)N3C2)c(OC)c1 (configuration not stated),-1,56%[activator],.,33,-8%,-17%,8.9µM*
COc1ccc(NC(=O)c2ccco2)cc1NC(=O)c1ccccc1F,-6,7%,13%,5,4%,5%,-2%
CCOc1ccc2c(C)c(Cl)c(=O)oc2c1,-3,?,.,23,-6%,4%,3%
CC(C)(C)S(=O)(=O)c1cnc(N2CCOCC2)nc1N,-2,30%[activator],38%[activator],4,14%,1%,12%
CCCOc1ccc(N2C(=O)CC(SC(=NCC)NCC)C2=O)cc1 (configuration not stated),-4,11%,5%,15,7%,1%,-3%
COc1ccc(CCNC(=O)CCNS(=O)(=O)c2ccc3c(c2)CCN3C(C)=O)cc1OC,1,.,?,-8,-21%,-1%,2%
COc1ccc(C2NC(Cc3ccccc3)(C(=O)O)C3C(=O)N(c4ccccc4OC)C(=O)C23)cc1 (configuration not stated),8,11%,20%,3,28%,-5%,2%
CN1CCN(C(=O)CCCN2C(=O)/C(=C/c3ccccc3)SC2=S)CC1,1,?,?,13,-10%,-30%,-9%
CC(=O)N1CCc2cc(S(=O)(=O)CCC(=O)N3CCN(C(=O)c4ccco4)CC3)ccc21,-1,?,?,2,2%,2%,-2%
CCOc1ccc(Nc2nc3cc(S(=O)(=O)CC)ccc3o2)cc1,10,13µM*,-31%,22,-14%,2%,-11%
CCC(CC)C(=O)Nc1ccc(Sc2ccc([N+](=O)[O-])cc2)cc1,6,?,7.4µM*,-4,?,5%,-4%
O=C(COC(=O)/C=C/c1ccc([N+](=O)[O-])cc1)NCc1ccc2c(c1)OCO2,1,-1%,-2%,-2,-2%,10%,2%
CN(C)S(=O)(=O)N(CC(=O)NCCSCc1ccc(Cl)cc1)c1ccccc1,9,?,-9%,-6,-20%,-4%,-4%
COc1ccc(-c2noc(C(C)NS(=O)(=O)c3ccc(NC(C)=O)cc3)n2)cc1 (configuration not stated),-8,-5%,-9%,-7,-22%,-1%,5%
O=C(c1ccc(Br)cc1)N(Cc1ccco1)C1CCS(=O)(=O)C1 (configuration not stated),-3,?,14%,20,18%,1%,-5%

# Screening data: PubChem BioAssay, National Center for Advancing Translational Sciences (NCATS)
